PL synth Enamine – blocks phospholipid synthesis in CHO cells, Enamine compounds. ZR-82 CHO cells, pyrene fatty acid UV survival, CellTiter Blue; peroxisome-deficient CHO-K1 mutant line; plus DGAT-1, DGAT-2 and ACAT inhibitors. calls only at 10 µM. 20,000 tested, 0.4% active. AID 1347385;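 active = cell survival signal 2 SD away from solvent-only control wells, confirmed on one or two retests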;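 also: 3 h compound exposure then viability read about one day after UV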
Calls only; i = inactive; + = active, no number. The list is partial (hit frequency here may not be typical).

SMILES | PL synth Enamine
CCN=c1scc(-c2ccc(C)c(C)c2)n1/N=C/c1ccc(C)cc1 | i
NC(=O)c1ncc(Cl)c(Cl)c1Cl | i
COC(=O)C1=C(C)NC(C)=C(C(=O)OC)C1C(=O)OCC(=O)c1cc(C)n(C2CC2)c1C | i
CC(C)(C)CC(C)(C)NC(=S)NC(=O)c1ccco1 | i
Cc1ccc(-c2nnc(C(C)Sc3nnc(N)s3)o2)cc1 (stereo not given) | i
O=c1[nH]c2ccc(S(=O)(=O)Nc3ccc4c(c3)OC3(CCCC3)O4)cc2[nH]1 | i
CC(Sc1n[nH]c(N)n1)c1nnc(-c2ccc(F)cc2)o1 (stereo not given) | i
CC1CCC2(CC1)NC(=O)N(CC1CC1(Cl)Cl)C2=O (stereo not given) | i
CCC(CC)c1nnc(NC(=O)CN2C(=O)C3C4C=CC(C4)C3C2=O)s1 (stereo not given) | i
S=c1[nH]ccn1-c1ccc(Br)cc1 | i
NC(N)=N/N=C/c1ccccc1 | i
Cc1cc(C)n2cc(CSc3nc4nc(-c5cccs5)cc(C(F)(F)F)c4c(=O)[nH]3)nc2n1 | i
O=c1c2ccccc2c2nc3c(c(-c4cccnc4)c12)c(=O)c1ccccc13 | i
CCC1(C)NC(=O)N(/N=C/C=C2/N(C)c3ccccc3C2(C)C)C1=O (stereo not given) | i
Cc1ccc(C)c(OCc2n[nH]c(=S)o2)c1 | i
C=CCn1c2c(c(=O)[nH]c1=O)C(c1ccc(Br)cc1)C1=C(COC1=O)N2 (stereo not given) | i
Fc1ccc(-c2csc(=NCC3CCCO3)n2/N=C/c2ccc3c(c2)OCO3)cc1 (stereo not given) | i
Clc1c(-c2nnc(SCCOc3cccc(Br)c3)o2)sc2ccccc12 | i
Cn1c(SCc2cscn2)nnc1-c1ccncc1 | i
CS(=O)(=O)c1ccc(Oc2cccnc2)c([N+](=O)[O-])c1 | i
O=S(=O)(Nn1cc(-c2ccccc2)[nH]c1=S)c1ccc2c(c1)OCCO2 | i
O=S(=O)(Oc1ccc(S(=O)(=O)N2CCOCC2)cc1Cl)c1c(Cl)cccc1Cl | i
CN=C(c1ccc(C)cc1)n1c(=S)nc(-c2ccc(C)cc2)n(C)c1=S | i
Nc1c(-c2ccc3c(c2)OCCO3)oc2ccccc2c1=O | i
O=S(=O)(c1cccs1)N(c1ccccc1)C(F)F | i
SMILES | PL synth Enamine
CN(C)C(=O)CN1CCN(S(=O)(=O)c2cccs2)CC1 | i
COc1ccc(C2Nc3ccccc3-c3nc4ccccc4n32)cc1 (stereo not given) | i
CCOc1ccc(S(=O)(=O)N/N=C2/C=C(C)CC2)cc1 | i
O=c1[nH]c(CSc2nnnn2C2CCCC2)nc2scc(-c3ccco3)c12 | i
Oc1ccc2ccccc2c1C=Nc1c(F)c(F)c(F)c(F)c1F | i
CCn1c(SCC(=O)c2cc(C)n(C3CC3)c2C)nnc1-c1ccco1 | i
C#CCn1c(COC)nc2ccccc21 | i
Cc1ccc(N=Nc2cn[nH]c2C)cc1 | i
C=CCc1cc(C(=O)OC)cc(OC)c1OC(=O)c1cc(OC)cc(OC)c1 | i
CC(=O)c1c(C)[nH]c(C(=O)COC(=O)CCn2c(C)csc2=O)c1C | i
Fc1ccccc1C1C=C(c2ccccc2)Nc2ncnn21 (stereo not given) | i
CC12CC3(C)CC(CO)(C1)CC(CO)(C2)C3 | i
CC(=O)Nc1nc(C)c(C(C)=O)s1 | i
Cn1c(C(=O)NC2CCCCCC2)cc2c(=O)n3ccccc3nc21 | i
CCOC(=O)c1cc(C(=O)OCC)c(N=Nc2c(O)[nH]c(=S)[nH]c2=O)s1 | i
C/C(=N\NS(=O)(=O)c1cc(C)ccc1C)c1ccc2c(c1)OCCO2 | i
NC(N)=Nc1nc2cc3c(cc2[nH]1)OCCCO3 | i
COC(=O)CSc1nc2sc3c(c2c(=O)n1C)CCCC3 | i
Cc1cc(NC(=O)CSc2nc(C)c(C)n2CC(C)C)no1 | i
O=C1Nc2ccc(Br)cc2C12NNc1ccccc1O2 (stereo not given) | +
Cc1sc2nc(-c3cccnc3)nc(NC(C)C(C)C)c2c1C (stereo not given) | i
Cc1ccccc1C1=NC(c2cc3c(cc2[N+](=O)[O-])OCO3)ON1 (stereo not given) | i
Cc1ccc(SCCSc2nc(N)cc(=O)[nH]2)cc1 | i
O=C(NC1CC1)c1cc(=S)[nH]c2ccccc12 | i
C=CCn1c(SCC(=O)N2CCOCC2)nc2sc3c(c2c1=O)CCC3 | i
SMILES | PL synth Enamine
O=C(Cn1cc([N+](=O)[O-])ccc1=O)NCCN1C(=O)CSC1=O | i
c1nc(NCCCNC2CCCCC2)c2c3c(sc2n1)CCC3 | i
S=c1[nH]c(-c2ccccc2)cn1/N=C/c1ccccc1Br | i
Nc1nc(C23CC4CC(CC(C4)C2)C3)cs1 | i
CCCC(=O)n1nc(CCC)c2c1CC(C)(C)CC2=O | i
CCCCCCCc1c(O)nc(SCCN(CCC)CCC)[nH]c1=O | i
Oc1ccc2ccccc2c1/C=N/Nc1nc2ccccc2[nH]1 | i
CC1(C)CC(=O)C(SC(F)(F)F)C(=O)C1 | i
O=C(O)CSc1ccc(SC(F)(F)C(F)(F)C(F)(F)F)cc1[N+](=O)[O-] | i
Nc1ccc(S(N)(=O)=O)cc1 | i
Oc1ccc2ccccc2c1C=NCCN=Cc1c(O)ccc2ccccc12 | i
CCn1c(CN2CCCCCC2=O)nnc1SCc1cc(=O)n2ccsc2n1 | i
C=C(C)CN=c1scc(C)n1/N=C/c1sccc1C | i
Fc1cc(Br)ccc1Nc1ncnc2sc3c(c12)CCC3 | i
COc1ccc(S(=O)(=O)N2c3cccc4cccc(c34)S2(=O)=O)cc1 | i
Cc1cnn2c1nnc1c3ccccc3ccc12 | i
O=[N+]([O-])c1ccc2nc(-c3nc4ccc([N+](=O)[O-])cc4[nH]3)[nH]c2c1 | i
CCOC(=O)c1oc2ccc(Br)cc2c1COC(=O)C1CCC1 | i
C=CCn1c(-c2occc2C)n[nH]c1=S | i
FC(F)Oc1ccc(N=c2scc(-c3cc4ccccc4o3)n2CC2CCCO2)cc1 (stereo not given) | i
Clc1ccc(C2=CC(c3ccc(Cl)cc3Cl)n3ncnc3N2)cc1 (stereo not given) | i
NC(CC(=O)O)C(F)(F)F (stereo not given) | i
O=C1NC(=NC2CCCCC2)S/C1=C\c1ccc2c(c1)OCO2 | i
Cc1c(C(C)(C)C)sc(=N)n1C | i
NC(=O)c1c(NC(=O)COC(=O)c2ccc([N+](=O)[O-])s2)sc2c1CCC2 | i

Taken from the listing for reference:
SMILES | PL synth Enamine
Cc1ccccc1C1=NC(c2cc3c(cc2[N+](=O)[O-])OCO3)ON1 (stereo not given) | i
Cc1ccc(SCCSc2nc(N)cc(=O)[nH]2)cc1 | i
O=C(NC1CC1)c1cc(=S)[nH]c2ccccc12 | i
C=CCn1c(SCC(=O)N2CCOCC2)nc2sc3c(c2c1=O)CCC3 | i
O=C(Cn1cc([N+](=O)[O-])ccc1=O)NCCN1C(=O)CSC1=O | i
c1nc(NCCCNC2CCCCC2)c2c3c(sc2n1)CCC3 | i
S=c1[nH]c(-c2ccccc2)cn1/N=C/c1ccccc1Br | i
Nc1nc(C23CC4CC(CC(C4)C2)C3)cs1 | i
CCCC(=O)n1nc(CCC)c2c1CC(C)(C)CC2=O | i
CCCCCCCc1c(O)nc(SCCN(CCC)CCC)[nH]c1=O | i
Oc1ccc2ccccc2c1/C=N/Nc1nc2ccccc2[nH]1 | i
CC1(C)CC(=O)C(SC(F)(F)F)C(=O)C1 | i
O=C(O)CSc1ccc(SC(F)(F)C(F)(F)C(F)(F)F)cc1[N+](=O)[O-] | i
Nc1ccc(S(N)(=O)=O)cc1 | i
Oc1ccc2ccccc2c1C=NCCN=Cc1c(O)ccc2ccccc12 | i
CCn1c(CN2CCCCCC2=O)nnc1SCc1cc(=O)n2ccsc2n1 | i
C=C(C)CN=c1scc(C)n1/N=C/c1sccc1C | i
Fc1cc(Br)ccc1Nc1ncnc2sc3c(c12)CCC3 | i
COc1ccc(S(=O)(=O)N2c3cccc4cccc(c34)S2(=O)=O)cc1 | i
Cc1cnn2c1nnc1c3ccccc3ccc12 | i
O=[N+]([O-])c1ccc2nc(-c3nc4ccc([N+](=O)[O-])cc4[nH]3)[nH]c2c1 | i
CCOC(=O)c1oc2ccc(Br)cc2c1COC(=O)C1CCC1 | i
C=CCn1c(-c2occc2C)n[nH]c1=S | i
FC(F)Oc1ccc(N=c2scc(-c3cc4ccccc4o3)n2CC2CCCO2)cc1 (stereo not given) | i
Clc1ccc(C2=CC(c3ccc(Cl)cc3Cl)n3ncnc3N2)cc1 (stereo not given) | i
NC(CC(=O)O)C(F)(F)F (stereo not given) | i
O=C1NC(=NC2CCCCC2)S/C1=C\c1ccc2c(c1)OCO2 | i
Cc1c(C(C)(C)C)sc(=N)n1C | i
NC(=O)c1c(NC(=O)COC(=O)c2ccc([N+](=O)[O-])s2)sc2c1CCC2 | i

Later entries.
SMILES | PL synth Enamine
Cc1ccc2nc(COC(=O)/C=C/c3ccc(Br)o3)cc(=O)n2c1 | i
COc1ccc(/C=N/Nc2nn[nH]n2)cc1OC | i
Cc1nc(N)sc1N=Nc1cc(C(F)(F)F)ccc1Cl | +
Cc1ccccc1C1=NC(c2ccc(F)cc2F)ON1 (stereo not given) | i
Cc1c2c(nc3cc4c(cc13)OCO4)CCCCCCCCCC2 | i
C=CCn1c(-c2cccc([N+](=O)[O-])c2)csc1=Nc1ccc(N=Nc2ccccc2)cc1 | i
O=[N+]([O-])c1ncccc1OCc1nc2ccccc2o1 | i
c1ccc(OCCn2c(C3CCCO3)nc3ccccc32)cc1 (stereo not given) | i
CC(C)NC(=O)NC(=O)CSc1nnc(C2CC2)n1C1CC1 | i
O=C(O)c1nccnc1C(=O)N1CCOCC1 | i
CNC(=O)CSc1nnc(-c2cnccn2)n1Cc1ccco1 | i
Cc1nc2ccc(I)cn2c1/C=N/Nc1ccc(C(F)(F)F)cn1 | i
Cn1cc(P(=S)(N2CCOCC2)N2CCOCC2)cc1P(=O)(N1CCOCC1)N1CCOCC1 | i
N=C(N)N1CCN(S(=O)(=O)c2ccc(Cl)cc2)CC1 | i
O=C(O)/C(=C\c1cccs1)c1cccs1 | i
NC(=O)c1c(NC(=O)NC2CCCCC2)sc2c1CCC2 | i
S=c1oc2ccccc2n1CN1CCOCC1 | i
Nc1ccc(Cl)c[n+]1Cc1cccc2cccnc12 | i
CCOC(=O)C1CCCCN1 (stereo not given) | i
CN(CC(=O)O)C1=NS(=O)(=O)c2ccccc21 | i
CC1CCc2c(sc3ncnc(Nc4ccc5c(c4)OCCCO5)c23)C1 (stereo not given) | i
Cn1c(SCC(=O)c2ccc[nH]2)nnc1-c1ccco1 | i
Oc1ccc(-c2n[nH]c(C(F)(F)F)c2-c2ccc3c(c2)OCCO3)c(O)c1 | i
CC1CCc2ccccc2N1S(=O)(=O)c1ccc(Cl)s1 (stereo not given) | i
CCOc1ccc(Br)cc1S(=O)(=O)NC(C)C | i

Quoted from the results shown for reference:
SMILES | PL synth Enamine
Cc1ccc2nc(COC(=O)/C=C/c3ccc(Br)o3)cc(=O)n2c1 | i
COc1ccc(/C=N/Nc2nn[nH]n2)cc1OC | i

The listing continues:
SMILES | PL synth Enamine
Nc1ncnc2ccccc12 | i
OC(COC(C(F)(F)F)C(F)(F)F)CN1CCN(Cc2ccc3c(c2)OCO3)CC1 (stereo not given) | i
O=C1NC(=O)N(CC(F)(F)F)C1=O | i
Cn1c(-c2cc(-c3ccccc3)c3cc(Br)ccc3n2)nc2ccccc21 | i
O=[N+]([O-])c1ccccc1/C=C/C=N/N=C(c1ccccc1)c1ccccc1 | i
CC1C(c2ccccc2)NC(c2ccccc2)C(C)C1(O)C#Cc1ccccc1 (stereo not given) | i
CCCN(CCC)C1=NC(=[N+](CCC)CCC)c2ccccc21 | i
Oc1[nH]c2c(Cl)cc(Cl)cc2c1N=Nc1ccc(Cl)cc1 | i
Fc1ccc(N2CCN(c3ccnc(N4CCN(c5ccc(F)cc5)CC4)n3)CC2)cc1 | i
CCNC(=O)NC(=O)C(C)Sc1nnc(C2CC2)n1C1CC1 (stereo not given) | i
CCN=c1scc(-c2ccc(Br)cc2)n1/N=C/c1ccc(C)cc1C | i
CN1CCN(NC(=S)Nc2ccc(Cl)c(F)c2)CC1 | i
CC(C)C(NC(=O)C1CCCCC1)C(=O)NC1=NCCS1 (stereo not given) | i
O=c1oc2ccccc2n1CN1CCCC(c2nc3ccccc3s2)C1 (stereo not given) | i
C=CCn1c(SCc2cc([N+](=O)[O-])cc3c2OCOC3)nnc1C1CCCCC1 | i
O=S(=O)(c1ccc2c(c1)OCCO2)N1CCNCC1 | i
Cc1occc1-c1nnc(SCC(=O)c2cc(C)n(C3CC3)c2C)n1C | i
c1ccc(SCc2nc(Sc3nnc4ccccn34)c3c4c(sc3n2)CCC4)cc1 | i
CN=c1scc(-c2cc(Cl)ccc2Cl)n1/N=C/c1ccc(O)cc1O | i
O=C(CCN1C(=O)C2CC=CCC2C1=O)Nc1nccs1 (stereo not given) | i
CN(C)c1ccc(/C=N/n2cnnc2)cc1 | i
C=CCN=c1scc(-c2ccc(OC(F)F)cc2)n1/N=C/c1ccc2c(c1)OCO2 | i
CCCCCCC1(C)NC(=O)NC1=O (stereo not given) | i
Cc1cc(=O)n2nc(CSc3nnc(C)n3C3CC3)sc2n1 | i
O=C1NC(=O)/C(=C/c2ccc(C(=O)O)cc2)S1 | i
CC1CCCN(Cc2nc3sc4c(c3c(=O)[nH]2)CCC4)C1 (stereo not given) | i
Cc1cc2nc(NC3CCS(=O)(=O)C3)c3ccccc3n2n1 (stereo not given) | i
Cc1nc(N2CCCN(C)CC2)c2c3c(sc2n1)CCC3 | i
Cc1cc(C)n(-c2ncnc3sc4c(c23)CCCC4)n1 | i

Screening data as filed in PubChem.
